Screening data: PubChem BioAssay, several laboratories
HTR5A inv ag = HTR5A inverse agonism, opioid heterodimer counter-screen | P47898 | 340,000 compounds, 0.083% hits | HTR5A cell line, luminescence | inhibition, % at 9.3 µM; in the data active = inhibition mostly above about 23%, no sharp cut-off; inactive = mostly below about 18%;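 note: 0% = cells with DMSO and 100% = no-cell wells with DMSO; some compounds called inactive have numbers as strong as hits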
Target sequence (P47898 whole entry, looked up): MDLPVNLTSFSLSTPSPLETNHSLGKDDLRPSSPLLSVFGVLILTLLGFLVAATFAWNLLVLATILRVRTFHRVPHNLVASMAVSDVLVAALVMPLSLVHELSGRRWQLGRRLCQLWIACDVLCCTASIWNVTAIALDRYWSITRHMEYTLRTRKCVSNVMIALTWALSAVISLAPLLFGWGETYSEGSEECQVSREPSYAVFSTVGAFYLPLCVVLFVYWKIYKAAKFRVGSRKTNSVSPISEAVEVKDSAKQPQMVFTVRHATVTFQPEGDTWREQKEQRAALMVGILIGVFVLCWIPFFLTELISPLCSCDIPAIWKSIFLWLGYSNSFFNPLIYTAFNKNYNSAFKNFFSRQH
Tat export inh = inhibitors of E. coli Tat protein transport | E. coli MC4100 TorA-mCherry Tat export, fluorescence | inhibition, % at 10 µM | 340,000 compounds, 0.036% hits;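 active = mean replicate inhibition at least 50% and at least half of replicates individually reaching 50%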;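 note: exported cargo escapes ClpAP degradation while cytoplasmic cargo is degraded and loses fluorescence; 0% = median of neutral control wells and 100% = median of NaSCN control wells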
phage Ecoli inh = E. coli growth loss with phage present | growth absorbance | 360,000 compounds, 0.26% hits | inhibition, % at 11.9 µM | AID 651602; in the data active = inhibition above about 11%
HTR5A ag = activates human HTR5A in OPRM1-OPRD1 agonist counter-screen | P47898 | HTR5A agonist assay, luminescence, cell-based | activation, % at 9.3 µM | 340,000 compounds, 0.61% hits | AID 504692; in the data active = activation mostly above about 9.5%, no sharp cut-off; inactive = mostly below about 7.6%;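 note: 0% = cells with vehicle only and 100% = reference agonist; strong numbers were not always called active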
SUMO Mot1 rescue = blocks SUMOylation pathway, rescuing yeast Mot1-301 growth; S. cerevisiae Mot1-301 growth rescue, ATP luminescence, 38.5C; percent above DMSO median, 100 means doubled; growth rescue, % at 18.8 µM; 320,000 compounds, 1% hits; AID 2716;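 active = every valid replicate shows activation above 250% relative to neutral control wells; inactive = the rest, any valid replicate at or below 250%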;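 note: OY570 slx delta 5 strain wells were the positive control but not used for scaling; some compounds called inactive have numbers as strong as hits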
AddAB inh = less growth of phage-infected E. coli with AddAB | inhibition, % at 11.9 µM | 330,000 compounds, 0.29% hits | E. coli expressing H. pylori AddAB, absorbance growth; in the data active = inhibition above about 12%;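 note: 0% = vehicle wells of infected cells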
CDK5 p35 inh = blocks human CDK5/p35 kinase activity | Q00535+Q15078 | 330,000 compounds, 0.01% hits | inhibition, % at 10 µM | Recombinant CDK5/p35, ADP-Glo luminescence, 60 min;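 active = highest replicate inhibition of at least 50% and at least 75% of replicates reaching 50%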;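 note: plate controls were DMSO neutral control for no effect and GW8510 at 10 µM for full effect; many of its hits are not listed in these tables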
DAGLB inhibitor = diacylglycerol lipase beta (human) inhibition; HEK293T DAGLB membrane lysate, EnzChek fluorogenic substrate; inhibition, % at 5.17 µM; 340,000 compounds, 0.059% hits; AID 504411; in the data active = inhibition above about 34%;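 note: 0% = enzyme with vehicle and 100% = wells lacking enzyme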
Ecoli viability = counter-screen for AddAB inhibitors: E. coli growth inhibition | 330,000 compounds, 0.27% hits | inhibition, % at 11.9 µM | E. coli V3065 growth, OD600 absorbance, 18 h;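 active = inhibition above the campaign's mean inhibition across all tested compounds plus 3 SD, cut at about 9.9% in these data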;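 note: uninfected addAB+ strain grown without phage in ampicillin broth; 0% = DMSO wells and 100% = ciprofloxacin 0.95 µg/ml wells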
PKA-R1A activ = PKA-R1A complex activation. P00514+P68181. PKA-R1A dissociation, Cy5-IP20 fluorescence polarization; scaled: DMSO 0%, 113 µM cGMP 100%. activation, % at 11.4 µM. 340,000 compounds, 0.083% hits. AID 504707;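 active = percent activation above the mean of all tested compounds plus 3 SD, cut at about 19% in these data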;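 note: higher means more PKAc released from R1A so a rise in polarization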
PKA-R2B act = activators of human PKA-R2B complex. P22694+P31323. PKA-R2B holoenzyme dissociation, Cy5-IP20 fluorescence polarization; R2B truncated from residue 108, S112A mutant; 0% DMSO only, 100% 113 µM cGMP. activation, % at 11.4 µM. 340,000 compounds, 0.079% hits. AID 504700;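 active = activation above a cutoff set at the mean over all compounds plus 3 SD, cut at about 18% in these data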;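 note: higher means more holoenzyme dissociation and a rise in polarization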
Target sequence (P31323 whole entry, looked up, other chains not shown, the tested form may be a part): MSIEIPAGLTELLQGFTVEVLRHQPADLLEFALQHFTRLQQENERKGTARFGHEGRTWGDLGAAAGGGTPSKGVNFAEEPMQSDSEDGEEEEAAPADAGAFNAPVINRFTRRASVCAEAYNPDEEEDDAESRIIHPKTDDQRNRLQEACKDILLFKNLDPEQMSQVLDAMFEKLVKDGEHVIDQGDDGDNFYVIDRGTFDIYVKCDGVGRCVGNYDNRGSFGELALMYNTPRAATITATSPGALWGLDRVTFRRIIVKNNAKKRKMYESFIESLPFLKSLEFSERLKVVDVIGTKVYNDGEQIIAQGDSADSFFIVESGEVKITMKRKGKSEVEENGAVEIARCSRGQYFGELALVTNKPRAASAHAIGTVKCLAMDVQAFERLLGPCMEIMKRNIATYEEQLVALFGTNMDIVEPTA
Active calls of the source: *; . = not tested or not shown.

SMILES	HTR5A inv ag	Tat export inh	phage Ecoli inh	HTR5A ag	SUMO Mot1 rescue	AddAB inh	CDK5 p35 inh	DAGLB inhibitor	Ecoli viability	PKA-R1A activ	PKA-R2B act
O=C(NCCc1csc(-c2cccnc2)n1)c1ccco1	-30	8	4.0	0	-5	-0.9	0.1	-1	-3.4	-1	-10
CCn1c(C2CC(=O)N(c3cc(C)cc(C)c3)C2)nc2ccccc21 (stereo not given)	6	4	4.7	0	7	-1.0	0.8	3	3.1	5	-15
CCOC(=O)c1nc2nc(C)cc(=O)n2[nH]1	-3	-4	0.2	0	7	4.2	1.4	2	0.8	-3	7
Cc1ccc(O)c(N=Cc2sc3ccccc3c2Cl)c1	-22	10	2.1	9	17	1.5	-0.2	1	0.4	0	-7
COc1cnc(NS(=O)(=O)c2ccc(N)cc2)nc1	-5	-4	6.6	2	3	1.1	2.5	2	2.9	-3	-5
O=C(CN1C(=O)c2ccccc2C1=O)NCC(=O)OCC(=O)c1ccc(Cl)cc1	-2	-5	3.8	-2	0	3.2	-2.7	2	0.2	9	1
Cc1c(/C(O)=C2\C(=O)C(=O)N(CCN(C)C)C2c2cccs2)cnn1-c1ccccc1 (stereo not given)	8	-3	1.7	-3	-10	2.5	-0.9	-8	0.0	-6	12
Cc1ccc(C(N)=Nc2ccccc2)cc1	19	1	2.6	-5	5	-0.2	-0.5	-1	-0.8	-13	-3
O=C(CCn1nc(-c2ccccc2)ccc1=O)N1CCN(c2ccccc2)CC1	-21	-5	-0.6	6	2	-0.2	0.2	1	1.0	0	-7
COc1cc(OC)cc(-c2c(C#Cc3ccsc3)c3cc(-c4cccc5[nH]ccc45)ccc3n2C)c1	-6	-6	-0.3	-3	-14	3.3	0.4	-3	1.4	3	-6

Looked up one by one from the list above, 2 records:
SMILES	HTR5A inv ag	Tat export inh	phage Ecoli inh	HTR5A ag	SUMO Mot1 rescue	AddAB inh	CDK5 p35 inh	DAGLB inhibitor	Ecoli viability	PKA-R1A activ	PKA-R2B act
Cc1c(/C(O)=C2\C(=O)C(=O)N(CCN(C)C)C2c2cccs2)cnn1-c1ccccc1 (stereo not given)	8	-3	1.7	-3	-10	2.5	-0.9	-8	0.0	-6	12
Cc1ccc(C(N)=Nc2ccccc2)cc1	19	1	2.6	-5	5	-0.2	-0.5	-1	-0.8	-13	-3

(cont.)
SMILES	HTR5A inv ag	Tat export inh	phage Ecoli inh	HTR5A ag	SUMO Mot1 rescue	AddAB inh	CDK5 p35 inh	DAGLB inhibitor	Ecoli viability	PKA-R1A activ	PKA-R2B act
CCn1cc(C2=NCC(C)O2)c2ccccc21 (stereo not given)	-14	-1	2.7	1	11	-1.1	-1.8	-1	-0.7	-16	-19
CCOc1cc2[nH]c(=O)n(Cc3cccc(OC)c3)c(=O)c2cc1OCC	3	-11	3.4	2	-11	0.2	-1.2	3	0.3	-7	4
Cc1noc(C)c1S(=O)(=O)N(C)C[C@H]1Oc2ccc(NC(=O)Cc3ccccc3)cc2C(=O)N([C@H](C)CO)C[C@@H]1C	-6	-2	2.1	1	-1	1.1	-0.3	-2	-1.4	0	4
CCCOC(=O)C1=C(C)NC2=C(C(=O)C(C(=O)OC)C(C)C2)C1c1ccc(N(CC)CC)cc1 (stereo not given)	-8	2	2.9	3	-8	1.2	-3.6	1	-0.9	-2	6
Cc1nn(CCOc2ccccc2Cl)c(C)c1[N+](=O)[O-]	-44	-4	0.8	1	41	1.2	0.7	-2	-0.2	4	7
COc1ccc(C)cc1NC(=O)COC(=O)c1ccccc1SCC(=O)N1CCCC1	17	12	0.8	-3	-14	3.6	-3.3	1	3.8	-17	-1
COc1ccc(CN2C(=O)CC(C(=O)NCCc3ccc(S(N)(=O)=O)cc3)SC2=Nc2ccccc2)cc1 (stereo not given)	2	-3	4.4	-1	-11	-3.1	-0.4	-4	0.4	-10	-2
COCC1CCN(Cc2cn(Cc3ccccc3)nc2-c2cc3ccccc3o2)CC1	-24	-3	3.2	0	.	0.8	1.1	0	-0.6	-6	-11
Cc1c(C(=O)NCc2ccc(F)cc2)c(-c2ccccc2)nn1-c1ccccc1	-29	0	3.0	0	-1	-0.1	0.2	-10	0.1	-6	5
O=C(O)c1ccc(NC(=O)c2ccc(COc3ccc(Cl)cc3)o2)cc1	-2	-6	0.2	0	-32	.	-2.2	-1	.	8	-4
COc1ccc(Cc2nnc(NC(=O)C3CC(=O)N(c4ccccc4)C3)s2)cc1OC (stereo not given)	16	5	2.3	3	4	1.5	0.6	-2	0.0	-3	-1
CC(C)[C@@H]1NC(=O)c2cc([N+](=O)[O-])cc(I)c2NCCC[C@@H](C(=O)NC(CC(=O)O)C(N)=O)NC(=O)[C@H](CO)NC1=O (stereo not given in full)	-21	-3	1.7	7	-4	-0.3	-1.1	-2	-2.8	0	-8
CC(Oc1ccc2c(c1)oc(=O)c1ccccc12)C(=O)NC(Cc1c[nH]c2ccc(O)cc12)C(=O)O (stereo not given)	-1	-3	1.5	0	10	2.0	-2.5	-2	-0.5	-5	0
CCOC(=O)C1=C(c2ccccc2)Nc2ncnn2C1c1ccc(C(=O)O)cc1 (stereo not given)	13	-4	-1.9	5	-12	3.3	-0.1	0	2.0	-2	1
CC(C)CCN(C(=O)C1CCCC1)c1c(N)n(Cc2ccccc2)c(=O)[nH]c1=O	26	6	1.5	-10	-2	0.9	-0.2	-2	-0.3	-10	4
Cc1cc(C)c(C#N)c(SCC(=O)c2ccc(Cl)cc2Cl)n1	-6	-1	2.2	0	5	1.5	-1.3	-14	-0.6	-3	2
CC(CCc1ccccc1)NC(=O)COC(=O)c1ccc(NC(=O)CC#N)cc1 (stereo not given)	12	8	-2.1	-3	-14	-1.6	0.7	-1	-0.5	-5	-10
CCCn1c(SCC(=O)Nc2sc(C)c(C)c2C(=O)OCC)nc2c1c(=O)n(C)c(=O)n2C	9	3	2.0	-2	189	1.4	0.0	-1	-2.2	0	-5
COc1cccc(NC(=S)C(C#N)=C2N(C)c3ccccc3N2C)c1	10	-3	2.1	-4	-7	7.3	-0.2	2	1.3	-2	-1
NC(=S)N=Nc1c(O)n(CCCl)c2ccc(Br)cc12	11	-5	-5.4	-3	-4	-3.5	0.7	5	-6.1	-8	-1
Cc1ccc(NC(=O)CCNC(=O)c2ccco2)cc1F	-17	1	3.5	-6	32	4.0	0.6	0	2.5	-11	-6
N#CC1=C(N)Oc2cc(O)ccc2C1c1cccs1 (stereo not given)	19	-6	3.2	4	84	0.8	-0.4	1	-2.6	-10	-14
Cc1[nH]c2ccccc2c1/C=N/NC(=O)c1cccs1	-18	-5	5.1	7	3	1.0	-0.5	4	1.0	5	-1
COCCNCCCCOc1ccc(Br)cc1C	-10	-4	2.0	0	49	1.5	3.1	0	0.7	-3	-8
O=C(Nc1ccc(Cl)cc1)/C(=C/c1cccc(O)c1)c1nc2ccccc2s1	-41	-7	2.4	11*	36	-0.4	-0.1	6	-1.6	-9	-3
O=C(COC(=O)c1cccs1)Nc1ccccc1	12	1	-1.4	2	0	1.5	1.8	-2	-1.6	0	-6
NC(=O)NC(=O)c1nccnc1C(=O)O	-7	3	-0.4	2	2	0.7	-1.1	-3	-1.6	-3	-2
COc1ccc(-c2c(C)oc3c(CN4CCN(CCO)CC4)c(O)ccc3c2=O)cc1OC	3	-3	1.6	-1	0	3.0	-2.4	-3	-0.1	0	3
CC(C(=O)c1ccccc1)C(O)c1ccccn1 (stereo not given)	-2	-5	2.1	1	.	.	-1.2	0	.	0	5
CCN(CC)CCN(C(=O)c1ccc2c(c1)CCCC2)c1nc2cc(OC)c(OC)cc2s1	-15	-4	.	4	-20	-0.6	1.8	-5	-1.0	-7	-1
Cc1ccc(-c2nn(-c3ccccc3)cc2CO)cc1	2	12	1.4	0	6	-0.1	0.1	-10	1.4	0	-7
Cc1ccc(C(=O)OCC(=O)NCCNC(=O)COC(=O)c2ccc(C)s2)s1	14	-7	4.0	-6	16	1.9	-1.3	3	1.7	5	-3
CCOC(=O)c1c(C)[nH]c(C)c1S(=O)(=O)NCCc1ccc(SC)cc1	-5	-3	-0.6	1	-3	-1.1	1.7	0	0.4	2	6
CC(C)CCNC(=O)CSc1nc2ccsc2c(=O)n1NC(=O)c1ccccc1	-7	5	1.9	-3	-3	3.9	-6.4	1	0.7	-8	-3
CCCCCc1c(C)nc(Nc2nc(C)c3cc(OC)ccc3n2)[nH]c1=O	10	4	5.8	-4	10	1.3	0.5	-1	-0.8	5	-6
Cc1ccc(P(=O)(O)c2ccc(C)cc2)cc1	0	-4	1.9	-4	-1	1.6	-1.1	-1	-1.4	-5	-8
Cc1ccc2oc(-c3cccc(NC(=O)Cc4cccs4)c3)nc2c1	-18	-1	2.5	4	24	3.1	-1.0	-3	1.6	-6	2
COc1ccc(CN(C)CC2CCCN(CCc3ccccc3C)C2)cc1O (stereo not given)	-4	5	3.0	3	-28	1.7	1.3	0	-0.4	-8	-6
CC(Sc1nnc(Cc2ccc([N+](=O)[O-])cc2)o1)C(N)=O (stereo not given)	-1	15	2.0	2	-6	2.6	5.5	2	0.2	-11	-10
CCCCn1c(N)c(N(CC(C)C)C(=O)CN2C(=O)NC3(CCC(C(C)(C)CC)CC3)C2=O)c(=O)[nH]c1=O (stereo not given)	12	-5	-1.3	-5	.	.	-1.4	5	.	5	0
CCN(CC)C(=O)c1cccc(NC(=O)CCc2nc3sc4c(c3c(=O)[nH]2)CCCC4)c1	10	-9	2.6	-3	.	.	0.8	2	.	1	0
Cc1cc(C)cc(OCc2nnc(SCC(=O)N3CCCCC3)o2)c1	-9	-2	2.7	2	-4	1.2	0.2	-4	-0.9	3	-8
S=C(NCCc1ccc(Cl)cc1)NC1CC1	-7	11	3.8	3	14	0.9	-1.2	1	-0.6	-17	-4
CCc1cc(C(=O)OC)c(NC(=O)C2CC(=O)NN2Cc2ccccc2)s1 (stereo not given)	-3	-5	2.0	2	-9	-2.4	-0.6	3	-3.1	-1	-3
O=C(/C=C/c1ccco1)NC(=S)Nc1nc(-c2ccc3ccccc3c2)cs1	-19	-2	6.0	5	11	0.7	0.6	1	1.5	-12	-8
COc1cc2c(cc1OC)CN(C(=S)Nc1cccc(Cl)c1C)CC2	20	-3	0.4	3	-8	1.2	0.7	-2	2.6	-5	-2
Cc1cc(Br)ccc1SCC(=O)OCC(=O)Nc1ccc2[nH]c(=O)[nH]c2c1	1	-3	-1.7	5	-5	-3.1	0.6	-1	-3.4	-3	-12
COc1ccc([N+](=O)[O-])cc1NC(=O)C(C)Sc1nc(C)c(C)c(C)n1 (stereo not given)	7	-6	4.2	-1	-22	3.2	1.5	0	0.8	-17	2
O=C(CSc1nnc(NC(=O)c2ccccc2F)s1)NC1CCCC1	-11	-7	-0.6	-2	4	2.5	-2.4	0	-2.3	7	7
Cc1nnc(NC(=O)CSc2nnc(Cc3ccccc3)n2Cc2ccccc2)s1	-28	10	0.7	1	-3	-0.8	-1.1	3	-1.5	12	0
COC(=O)C1=C(C)N=C2SC(C#N)=C(N)N2C1c1cc(OC)c(OC)c(OC)c1 (stereo not given)	-2	4	0.3	0	-5	-3.5	0.9	0	-1.4	-6	-15
O=C(Nc1ccccc1Cl)NC1(C(=O)N2CCC(O)CC2)CCCCC1	-30	-9	0.9	11	85	-0.5	1.8	-2	-3.2	-5	-5
